Screening data: PubChem BioAssay, The Scripps Research Institute Molecular Screening Center
TbREL1 inh = TbREL1 inhibition, primary screen | TbREL1 RNA ligation, FRET fluorescence | inhibition, % at 9.66 µM | actives 0.49% (n = 89,000);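 active = inhibition above the mean inhibition across all screened compounds plus 3 SD, cut at about 11% in these data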;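 note: 0% = plate median of test wells and 100% = NSC42067 control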
* = called active by the depositor. Some of the compounds tested; count on the stated rates, not on these rows.

SMILES	TbREL1 inh
COc1cc(N)c(Cl)cc1C(=O)NC1CCN(CCCOc2ccc(F)cc2)CC1OC (stereo not drawn)	-2.9
CCOc1ccc(S(=O)(=O)N2CCCCCC2)c2ccccc12	8.9
